High-throughput results as filed in PubChem BioAssay.
rCAG RNA binder – binders of r(CAG) RNA repeats, primary screen, biochemical, fluorescence; r(CAG) RNA repeat, TO-PRO-1 dye displacement fluorescence; inhibition, % at 3 µM; actives 1.3% (n = 370,000); AID 651821, 2012;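 active = inhibition above the plate cutoff, the mean of all test compounds on that plate plus 3 SD, cut at about 35% in these data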;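 also: 0% = DMSO alone and 100% = 100 µM mitoxantrone as full dye displacement; higher means more dye released from RNA so lower well fluorescence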
GC-B act – human GC-B receptor activators, primary screen, HEK293 GC-B cells, cGMP TR-FRET, EC30 CNP. AID 1920062, 2024. actives 0.11% (n = 370,000). activation, % at 10 µM. 0% at EC30 CNP, 100% saturating CNP. Atrial natriuretic peptide receptor 2 (Homo sapiens), P20594;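 active = activation at 10 µM reaching about 35% in either raw or pattern-adjusted values, limit read from the data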
ADAM10 inh – human ADAM10 inhibitors, primary screen, biochemical, QFRET, HTS | AID 720582, 2013 | Disintegrin and metalloproteinase domain-containing protein 10 (Homo sapiens), O14672 | actives 0.62% (n = 370,000) | inhibition, % at 7 µM | recombinant ADAM10, EDANS/DABCYL FRET peptide cleavage, 3 h;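 active = inhibition above a per-campaign cutoff equal to the mean of compounds falling between control-based bounds plus 3 SD, cut at about 20% in these data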;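 also: 0% = DMSO wells while the 100% control is not disclosed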
sPLA2-III inh – human group III sPLA2 inhibitors, primary screen, biochemical, QFRET, BODIPY PC-A2 liposome substrate; QFRET BODIPY PC-A2 liposome hydrolysis, fluorescence; Group 3 secretory phospholipase A2 (Homo sapiens), Q9NZ20; actives 0.56% (n = 370,000); inhibition, % at 12.2 µM;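 active = inhibition above mean plus 3 SD of compounds lying within the high and low control bounds, cut at about 19% in these data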;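 also: 0% = median of test compound wells and 100% = no enzyme DMSO wells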
NPR1 activator – GC-A stimulated cGMP production enhancers – HEK293 GC-A cells, cGMP TR-FRET, EC30 ANP, primary screen; 0% at EC30 ANP, 100% saturating ANP; activation, % at 10 µM; actives 0.14% (n = 370,000); AID 1671463, 2021; in the data active = activation above about 40%
Target sequence (P16066 whole entry, looked up): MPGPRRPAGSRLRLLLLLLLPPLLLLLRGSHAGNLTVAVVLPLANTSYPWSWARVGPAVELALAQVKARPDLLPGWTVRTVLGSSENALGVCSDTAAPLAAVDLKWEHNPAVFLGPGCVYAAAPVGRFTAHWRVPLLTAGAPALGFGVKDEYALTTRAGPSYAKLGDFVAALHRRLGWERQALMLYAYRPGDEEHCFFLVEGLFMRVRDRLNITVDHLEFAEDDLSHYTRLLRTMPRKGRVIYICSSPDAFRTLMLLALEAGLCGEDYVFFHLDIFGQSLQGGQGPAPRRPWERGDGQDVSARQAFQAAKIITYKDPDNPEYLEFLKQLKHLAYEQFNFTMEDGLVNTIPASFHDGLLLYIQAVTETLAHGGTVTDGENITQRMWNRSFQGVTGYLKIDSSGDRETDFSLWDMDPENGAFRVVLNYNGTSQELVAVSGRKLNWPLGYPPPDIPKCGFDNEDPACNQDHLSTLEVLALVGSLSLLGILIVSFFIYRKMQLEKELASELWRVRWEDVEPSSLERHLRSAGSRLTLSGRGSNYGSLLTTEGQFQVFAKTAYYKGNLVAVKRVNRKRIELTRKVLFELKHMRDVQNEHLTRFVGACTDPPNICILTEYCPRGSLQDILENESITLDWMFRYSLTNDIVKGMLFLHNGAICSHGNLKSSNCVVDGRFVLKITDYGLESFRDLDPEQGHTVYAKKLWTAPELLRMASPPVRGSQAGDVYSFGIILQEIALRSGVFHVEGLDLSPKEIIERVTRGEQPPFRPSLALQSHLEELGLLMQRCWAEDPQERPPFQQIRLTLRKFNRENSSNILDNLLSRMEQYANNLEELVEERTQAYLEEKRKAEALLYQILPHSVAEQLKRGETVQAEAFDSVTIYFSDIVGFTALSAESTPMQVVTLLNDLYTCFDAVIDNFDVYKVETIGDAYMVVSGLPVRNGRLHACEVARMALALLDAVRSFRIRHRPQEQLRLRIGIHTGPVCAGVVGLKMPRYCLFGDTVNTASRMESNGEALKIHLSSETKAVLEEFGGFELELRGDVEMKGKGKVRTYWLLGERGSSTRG
KLK7 zymogen act – proKLK7 zymogen activators, primary screen, biochemical, fluorescence intensity. purified proKLK7, EDANS-DABCYL substrate fluorescence; 100% is mature enzyme control, 0% vehicle. activation, % at 7 µM. actives 0.9% (n = 370,000);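 active = activation above the mean of all tested compounds plus 3 SD, computed per campaign excluding outliers beyond control limits, cut at about 13% in these data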
Tn6 DDE FP – inhibitors of Tn6 peptide binding to fibrin DD(E), primary screen, biochemical, fluorescence polarization, human fibrin, Tn6 probe | inhibition, % at 8.3 µM | actives 0.21% (n = 370,000) | Fibrin DD(E) TRITC-Tn6 fluorescence polarization displacement;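 active = inhibition above a per-campaign cutoff: mean of compounds within control limits plus 3 SD, cut at about 15% in these data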;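 also: 0% = median of all compound wells on the plate and 100% = blocking peptide control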
ARFGAP1 inh – inhibitors of rat ARFGAP1 GAP activity, primary screen, biochemical, fluorescence polarization, GDP tracer | inhibition, % at 16.5 µM | actives 0.26% (n = 360,000) | AID 651572, 2012 | Arfgap1-stimulated ARF1 GTP hydrolysis, GDP FP detection | ADP-ribosylation factor GTPase-activating protein 1 (Rattus norvegicus), Q62848;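 active = inhibition above a per-plate limit, mean inhibition of low control wells plus 3 SD, cut at about 25% in these data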;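 also: 0% = DMSO wells with enzyme and 100% = wells lacking Arfgap1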
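System: truncated rat Arfgap1 GAP domain / Medium: HEPES-based buffer, pH 7.5 / Also added: N-terminally truncated human ARF1-GTP substrate / Incubation: enzyme reaction 120 min at 25 °C after 20 min preincubation / Measured by: FP of antibody-bound GDP Alexa 633 tracer, ex 620/em 688 nm / Replicates: singlicate, each compound tested once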
ASAP1 inh – inhibitors of human ASAP1 ArfGAP activity, primary screen, biochemical, fluorescence polarization. Arf-GAP with SH3 domain, ANK repeat and PH domain-containing protein 1 (Homo sapiens), …. ASAP1-stimulated ARF1 GTP hydrolysis, GDP FP detection. inhibition, % at 16.5 µM. actives 0.19% (n = 360,000). AID 624377, 2012; in the data active = inhibition above about 25%;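 also: 0% = vehicle with enzyme and substrate and 100% = no enzyme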
FXN GAA850 act – FXN promoter activators, primary screen, cell-based, luciferase luminescence, HEK293 lucGAA850; actives 0.56% (n = 360,000); activation, % at 6 µM; AID 540364, 2011; HEK293 lucGAA850 FXN promoter luciferase reporter, 24 h; percent of 10 µM SAHA response;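 active = activation above the average of all compounds screened plus 3 SD, cutoff fixed separately per campaign, cut at about 7.5% in these data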;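 also: 0% = DMSO wells and 100% = 10 µM SAHA wells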
* marks the source's active call; other numbers are inactive results; x = not tested or not shown.

Every second line gives: rCAG RNA binder, GC-B act, ADAM10 inh, sPLA2-III inh, NPR1 activator, KLK7 zymogen act, Tn6 DDE FP, ARFGAP1 inh, ASAP1 inh, FXN GAA850 act
C=CC[C@H](CC(=O)OC(C)(C)C)C(=O)OC[C@H]1CCCN1C(=O)[C@H](CC=C)CC(=O)NCCO
  -12, -8, 0, -3, -1, 0.1, 1, 7, -3, 0.6
CC1(C(=O)Nc2cccc3ccccc23)CCN1C(=O)Cc1ccc(Cl)cc1Cl (stereo not drawn)
  2, -2, 2, -18, 0, 0.3, -2, -4, 17, -0.6
CCCNC(=O)c1ccc(COc2ccc(Cl)cc2)o1
  4, 4, -3, 5, 7, -0.2, 4, 11, 8, -0.3
COc1ccc(OCC(=O)Nc2ccccc2C(=O)Nc2ccc(C(=O)O)cc2)cc1
  19, -1, 3, -5, -1, 0.3, 0, 7, 7, 0.1
CCNc1nc2c(cnn2C)c(=O)[nH]1
  1, 2, -9, 6, 0, 0.4, 7, -10, 0, -0.9
O=c1c2ccccc2nnn1Cc1cccc2ccccc12
  -2, 1, 10, -7, -1, -0.7, -3, -3, 3, 2.1
Cc1nc2ccc(C(=O)Nc3cccc(OCC(=O)N(C)C)c3)cn2c1N(C)CC1CCCCC1
  3, 8, 9, -18, 2, 0.1, 1, 6, 4, -0.2
CCC(=O)N1CCc2cc(S(=O)(=O)NC(CC(C)C)C(=O)N3CCc4ccccc43)ccc21 (stereo not drawn)
  -2, 0, -8, 7, 4, 0.4, 14, -2, 9, -3.6
CC(=O)NCCn1c(SCc2ccccc2C)nc2ccccc2c1=O
  2, -6, -1, -6, -10, 0.4, 0, 2, -7, -5.6
C[C@@H](NC(=O)c1ncn(C)c1C(=O)N[C@H](C)c1ccccc1)c1ccccc1
  -2, 11, 7, 6, 3, 1.0, -9, 6, 5, -0.6
CN(C)c1ncc(S(=O)(=O)c2ccccc2)c(N)n1
  0, -3, 4, 2, 9, 0.2, -2, -8, -1, 0.3
O=C(CSc1nnc(-c2ccccc2)c2ccccc12)NCCN1C(=O)CSC1=O
  2, -1, 1, -20, -2, 0.2, 6, 3, -3, 0.9
Fc1ccc(C2NC(=S)NC3=C2N2CCC3CC2)cc1 (stereo not drawn)
  1, -1, -7, 1, 9, 0.2, -3, 6, -3, -1.0
CCNc1nc2c(c(=O)n(Cc3ccccc3)c(=O)n2C)n1Cc1ccccc1
  0, 40*, 3, 0, 40, -0.2, -1, -3, -3, -1.7
CC(=O)N1CCC(=NNS(=O)(=O)c2ccc(C)c([N+](=O)[O-])c2)CC1
  6, 5, -6, 0, 7, -0.4, 3, -4, 1, -2.2
CC1(C(=O)NS(=O)(=O)c2ccccc2Cl)CCN1C(=O)CC1CC1 (stereo not drawn)
  0, -2, -4, 0, 6, -0.2, 7, 2, 6, 1.2
CCOC(=O)c1cnc(-c2ccccc2)nc1Oc1ccc(C)cc1
  -4, -6, 6, -2, -5, 0.1, 1, 4, -17, 0.8
CCOc1ccccc1/C=N/NC(=O)c1c(C)nc2ccc(Br)cn12
  5, -4, -4, 8, -6, 0.1, 2, 4, -9, -0.6
O=C1CCCc2c1nn(-c1ccccc1)[n+]2[O-]
  1, 6, -1, -3, 7, -0.4, 0, -3, -8, 2.2
CSCC[C@H](NS(=O)(=O)c1ccc(C)cc1)C(=O)N1CCC(C(=O)N[C@H](C(=O)O)c2ccccc2)CC1
  8, -1, -4, -3, 3, 0.3, -2, 14, -1, -1.8
CC(C)CC(=O)NC(=S)NNC(=O)c1ccc(NC(=O)C2CCCCC2)cc1
  18, -1, 0, 21*, 0, 0.3, 0, -6, -6, -0.5
CCN(C(=O)CSc1nc(C)nc2sc(C)c(C)c12)C1CCS(=O)(=O)C1 (stereo not drawn)
  0, -3, -4, -3, 0, -0.1, 4, 13, -5, 1.2
O=C(O)c1ccc2c(c1)OCCOCCOCCOCCOCCO2
  -1, -1, 4, -2, 2, 0.1, 0, -5, -5, -0.7
O=C(Cc1ccccc1)NNC(=S)Nc1ccc(Cl)cc1
  2, -5, 1, 19, 0, -0.3, -4, 4, -6, 3.4
O=C(NNC(=O)c1cc2cc(Br)ccc2oc1=O)c1ccc(O)cc1O
  55*, -2, 1, 20*, -4, 0.4, 6, -7, 2, 0.3
NC(=O)C1CC(=O)N(c2ccc(OCC(=O)N3CCCC3)cc2)C1 (stereo not drawn)
  1, 4, 0, -6, -2, 0.2, 3, -2, -1, -0.4
CCCCNCc1cc(Br)c(OCC(=O)N2CCOCC2)c(OC)c1
  0, -7, -5, 3, -5, -1.4, 0, -13, 4, 2.7
Cc1ccnc(Sc2ncccc2[N+](=O)[O-])n1
  1, 0, 5, 3, 2, -0.6, 0, 0, 0, 0.9
O=C(NCc1ccc2c(c1)OCO2)C1CCC(=O)N1C1CCCC1 (stereo not drawn)
  -2, -3, -3, 5, 0, -0.1, 1, 16, -7, 0.0
CCOC(=O)c1cn(CC(=O)Nc2ccc(C)cc2)nn1
  -2, 1, 6, -2, 1, 0.0, 3, 13, 8, 0.3
Cc1ccc(S(=O)(=O)NNC(=O)C(O)(c2ccccc2C)c2ccccc2C)cc1
  5, 3, 2, -31, -1, 0.5, 0, 5, -10, -2.0
CC(C)(C)NS(=O)(=O)c1ccc(CCC(=O)NCc2cccnc2)cc1
  0, 2, 3, -12, 2, 0.3, 10, 14, 16, -0.3
O=C(Nc1c(F)cccc1F)C1CCN(C(=O)c2cccs2)CC1
  -3, 3, 0, 7, 6, -0.1, 5, -6, -1, 2.9
CCN(c1cccc(C)c1)S(=O)(=O)c1ccc2c(c1)NC(=O)CS2
  0, -2, 3, -6, -2, 0.0, 8, 2, 10, -1.2
O=C(/C=C1\NC2(CCCC2)Cc2ccccc21)N1CCOCC1
  0, -8, -3, 16, -7, 0.0, -1, 1, -1, 1.5
CC1(C)CC(=O)C(C=Nc2ccccc2)=C(O)C1
  -3, 3, 6, 8, 1, -0.2, 2, 6, -3, 1.7
CSc1nc(C)c(C(=O)C[n+]2ccccc2)cc1C#N
  2, 2, -4, -7, 5, 0.4, 5, -10, 3, 2.0
Cc1ccc(S(=O)(=O)N2CCCCCC2)cc1C(=O)NCc1ccccn1
  -3, 3, -5, 2, 3, 0.5, -9, 0, 1, -1.1
COc1ccc(OCC(=O)N2CCC3(CC2)CC(=O)c2ccccc2O3)cc1
  -10, -1, -64, 7, 0, 0.3, 4, 2, -4, 1.0
COc1ccc(S(=O)(=O)Cc2ccc(C(=O)NCc3ccc(C)cc3)o2)cc1
  0, 5, 9, -2, 6, 0.4, 2, 9, 4, 0.8
CCOC(=O)c1c(NC(=O)N/N=C/c2ccccc2OCC)sc(C(C)=O)c1C
  3, 0, -7, 1, -2, 0.4, 1, -6, -2, 3.3
COc1ccccc1/C=C/C(=O)OCC(=O)Nc1ccc2c(c1)OCCO2
  -1, -1, -36, 0, -1, 0.1, -2, 1, 2, 0.5
Nn1c(SCC(=O)Nc2ccc(OCc3ccccc3)cc2)nnc1-c1cc(-c2ccc(Cl)cc2)n[nH]1
  9, -3, -6, 8, 0, 0.2, 1, x, x, x
C(=NN=C1c2ccccc2-c2ccccc21)c1c[nH]c2ccccc12
  35*, 0, -9, -14, 3, 0.1, -1, 18, 14, 1.7
CC(=O)N1CCN(Cc2cc(=O)oc3cc(C)ccc23)CC1
  3, -3, -7, 7, 3, 0.2, 1, 10, 4, x
Nc1nc(SCCO)[nH]c(=O)c1NC(=O)c1ccccc1F
  5, -1, 4, -2, -3, -0.2, 1, -1, -2, 3.3
CCc1nnc(NC(=O)c2ccc(S(=O)(=O)N3CCCC(C)C3)cc2)s1 (stereo not drawn)
  0, 2, -2, 6, -3, -0.3, -1, 6, 10, -0.8
CCOC(=O)c1c(-c2cccs2)csc1NC(=O)CN1CCOCC1
  -1, 7, 11, 5, 0, -0.2, 3, -8, 5, 1.2
Cc1nc(C)n(C(C)CNC(=O)c2cccc(Br)c2)n1 (stereo not drawn)
  -2, 3, -5, 10, -1, -0.3, -1, -4, -7, 1.6
COc1ccc(C=O)cc1Cn1c(C)cc(C)c(C#N)c1=O
  -4, 0, 1, 2, -2, -0.7, 3, 8, -1, 0.6
O=C(N/N=C/c1cccc([N+](=O)[O-])c1)c1ccc(COc2ccccc2-c2ccccc2)cc1
  20, 2, 1, 4, 2, 0.6, -2, 35*, 8, 2.0
COc1cc(OC)cc(C2=Cc3ccccc3C(CC(C)=O)N2c2ccc(-c3cncnc3)cc2)c1 (stereo not drawn)
  4, -6, -11, -3, -6, -0.7, 1, -13, 7, x
COc1ccc(C)cc1N(CC(=O)N/N=C/c1ccccc1C(=O)O)S(=O)(=O)c1ccccc1
  25, -3, 13, -14, -3, 0.5, 3, 2, -6, 0.5
Cc1c(-c2cc[n+]([O-])cc2)oc2ccc(Br)cc2c1=O
  3, -5, -6, -3, 1, 0.9, 0, -4, 4, x
CN(C)/C=C1\C(=O)N(c2ccc(Cl)cc2)CS1(=O)=O
  3, -6, 1, 7, 5, -0.5, -7, 0, 3, 2.3
O=C(Oc1ccc(F)cc1C(=O)/C=C/c1cccs1)c1cccc([N+](=O)[O-])c1
  6, -3, 11, -3, -4, -0.4, -3, 9, -1, 6.3
CCN(CC)c1ccc(C(=O)OCC(=O)Nc2ccc3[nH]c(=O)[nH]c3c2)cc1
  8, -5, -1, -1, -6, 1.2, -6, 8, 11, -1.2
O=C(NCC1CCCO1)c1cc(-c2ccccc2F)no1 (stereo not drawn)
  -2, -2, 2, 1, 3, -0.1, 0, 0, 7, 5.3
CC(C)n1c(SCC(=O)NCc2ccco2)nc2c1c(=O)n(C)c(=O)n2C
  0, -1, 4, -1, 2, -0.5, 5, -2, 3, -1.2
COc1ccccc1N(C)S(=O)(=O)c1ccc(C)c(C(=O)N2CCCCCC2)c1
  -3, 4, -10, 15, -1, 0.1, -2, 0, -2, 2.3
CC1=C(C)CC(C(=O)Nc2nc(-c3ccc(F)cc3)c(C)s2)C(C(=O)O)C1 (stereo not drawn)
  13, 2, -5, -24, 6, 0.5, 1, -7, -8, 2.7
O=C(CSc1nc(=O)n2ccccc2n1)NCc1ccccc1Cl
  4, 3, -44, 4, 1, -0.6, -1, 8, 0, 1.1

2 entries from above, in CSV form.
SMILES,rCAG RNA binder,GC-B act,ADAM10 inh,sPLA2-III inh,NPR1 activator,KLK7 zymogen act,Tn6 DDE FP,ARFGAP1 inh,ASAP1 inh,FXN GAA850 act
Cc1nc2ccc(C(=O)Nc3cccc(OCC(=O)N(C)C)c3)cn2c1N(C)CC1CCCCC1,3,8,9,-18,2,0.1,1,6,4,-0.2
CCc1nnc(NC(=O)c2ccc(S(=O)(=O)N3CCCC(C)C3)cc2)s1 (stereo not drawn),0,2,-2,6,-3,-0.3,-1,6,10,-0.8
